# OPRM1-OPRD1 inv – inverse agonists of MOR-DOR heterodimerization, primary screen, cell-based, luminescence | 340,000 tested, 0.21% active | inhibition, % at 9.3 µM | Mu-type opioid receptor (Homo sapiens) + Delta-type opioid receptor (Homo sapiens), … | cell-based MOR-DOR heterodimer luminescence, inverse agonism; in the data active = inhibition above about 22%, passing the limit was not always enough;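 also: 0% = cells with DMSO and 100% = wells without cells with DMSO; values of inactives mirror those of a sister screen read the other way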
# MOR-DOR ag – agonists of OPRM1-OPRD1 heterodimerization, primary screen, cell-based, luminescence. 340,000 tested, 0.3% active. cells. Mu-type opioid receptor (Homo sapiens) + Delta-type opioid receptor (Homo sapiens), …. activation, % at 9.3 µM; in the data active = activation above about 18%;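 also: 0% = vehicle-treated cells and 100% = reference agonist; values of inactives mirror those of a sister screen read the other way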
# Keap1 Nrf2 FP – Keap1-Nrf2 protein-protein interaction inhibitors, primary screen, biochemical, fluorescence polarization, single point. Kelch-like ECH-associated protein 1 (Homo sapiens), Q14145. 340,000 tested, 0.15% active. inhibition, % at 9.4 µM. Keap1 Kelch-Nrf2 peptide fluorescence polarization, 1536-well. AID 504523, 2011; in the data active = inhibition above about 12%;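 also: human Keap1 Kelch domain with fluorescein labeled Nrf2 9mer peptide probe; 0% = neutral control wells and 100% = peptide positive control; higher means more block of Keap1 binding to Nrf2 peptide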
# Target sequence (Q14145 whole entry, looked up, the tested form may be a part): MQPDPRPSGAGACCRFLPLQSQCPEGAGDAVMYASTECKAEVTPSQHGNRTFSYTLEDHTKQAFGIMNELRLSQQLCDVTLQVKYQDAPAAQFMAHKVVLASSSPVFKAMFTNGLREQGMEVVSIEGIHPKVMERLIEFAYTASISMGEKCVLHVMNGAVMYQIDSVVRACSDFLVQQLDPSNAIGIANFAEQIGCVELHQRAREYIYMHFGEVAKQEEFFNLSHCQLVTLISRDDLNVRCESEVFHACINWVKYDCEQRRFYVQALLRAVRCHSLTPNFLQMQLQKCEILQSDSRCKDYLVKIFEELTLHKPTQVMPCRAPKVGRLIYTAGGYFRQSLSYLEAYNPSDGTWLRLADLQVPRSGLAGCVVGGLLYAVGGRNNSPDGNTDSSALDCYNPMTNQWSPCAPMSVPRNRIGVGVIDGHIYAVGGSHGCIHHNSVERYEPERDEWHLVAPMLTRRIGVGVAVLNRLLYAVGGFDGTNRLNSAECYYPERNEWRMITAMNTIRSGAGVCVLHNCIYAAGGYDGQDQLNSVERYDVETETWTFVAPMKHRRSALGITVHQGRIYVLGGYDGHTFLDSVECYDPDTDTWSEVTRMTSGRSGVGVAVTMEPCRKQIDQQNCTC
# RTF Ca sens inh – cardiac RTF calcium sensitivity inhibitors, primary screen, biochemical, IANBD-TnC fluorescence, EC70 calcium; Troponin I, cardiac muscle (Homo sapiens) + Troponin T, cardiac muscle (Homo sapiens) + …; IANBD-labeled cardiac RTF, Ca2+ fluorescence; inhibition, % at 7.15 µM; 340,000 tested, 0.12% active;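 active = inhibition above the mean inhibition of all tested compounds plus 3 SD, cut at about 17% in these data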;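 also: assay run at fixed EC70 calcium of 1.6 mM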
# Wnt act – Wnt/beta-catenin pathway activators, primary screen, cell-based, plate reader, single point; Wnt/beta-catenin reporter cell assay, activator; activation, % at 9.35 µM; 300,000 tested, 1.2% active; AID 743398, 2014; in the data active = activation above about 30%, passing the limit was not always enough;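 also: 0% = neutral control wells and 100% = positive control wells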
# LANA DNA inh – inhibitors of KSHV C-LANA binding to DNA, primary screen, biochemical, fluorescence polarization, FAM-LBS DNA, MBP-C-LANA, single point; Kaposi's sarcoma herpesvirus LANA C-terminal domain (residues 932-1162) DNA binding; inhibition, % at 9 µM; 340,000 tested, 0.078% active;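 active = highest replicate inhibition at or above 60% at 9 µM, even if other replicates fall short; inactive = all replicates below 60% inhibition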;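 also: 0% = neutral control wells and 100% = 4 µM acridine orange control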
# Arrestin-AP2 inh – inhibitors of beta-arrestin/AP2 binding, primary screen, biochemical, GPCR trafficking, flow cytometry; FITC-arrestin peptide / GST-AP2 beads; AP2 beta2 appendage carries R879A mutation; 340,000 tested, 0.31% active; beta-arrestin 1 C-terminal peptide binding to AP2 beta2-adaptin appendage (human); AID 504490, 2011; inhibition, % at 10 µM;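 active = inhibition above a set limit, near 3 SD of compounds lacking own fluorescence, cut at about 54% in these data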;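 also: plate controls were DMSO wells for no effect and 5 µM unlabelled arrestin peptide for full effect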
#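 Material – AP2 appendage R879A on GSH beads · Buffer or medium – PBS with 0.05% Tween 20 and 0.1% BSA · Probe or stimulus – fluorescein-tagged arrestin peptide at 50 nM final · Incubation – compound with beads 12 min RT, then probe 1 h RT · Detection – high-throughput flow cytometry of beads, ex 488, em 535 nm · Evaluation – percent response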
# DSG3 Ab inh – inhibitors of pemphigus antibody binding to DSG3, primary screen, biochemical, bead-based, flow cytometry, scFv-GFP; Desmoglein-3 (Homo sapiens), P32926; DSG3-coupled beads, scFv-anti-DSG3-GFP binding; hits give low values; binding (percent of control), % at 10 µM; 310,000 tested, 0.48% active;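 active = binding more than 3 SD below its plate's average and above zero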;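 also: hits lower antibody fragment binding to DSG3; some compounds called inactive have numbers as strong as hits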
# V-ATPase pHluor – regulators of yeast V-ATPase proton pumping, primary screen, pHLuorin cytosolic pH fluorescence; S. cerevisiae; response, % at 10 µM; 350,000 tested, 0.37% active; AID 504577, 2011; in the data active = response mostly above about 7.3%, no sharp cut-off; inactive = mostly below about 5.4%; also: actives read high; inactives centre near 0; some compounds called inactive have numbers as strong as hits; reference of the scale not given here
# RTF Ca sens act – cardiac RTF calcium sensitivity activators, primary screen, biochemical, IANBD-TnC fluorescence, EC20 calcium | IANBD-labeled TnC RTF fluorescence at EC20 calcium; 0% EC20 calcium, 100% full calcium | Troponin I, cardiac muscle (Homo sapiens) + Troponin T, cardiac muscle (Homo sapiens) + … | 340,000 tested, 0.24% active | activation, % at 7.2 µM;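 active = activation above the mean over all tested compounds plus 3 SD, cut at about 30% in these data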;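 also: rise in fluorescence read as greater calcium sensitivity of cardiac thin filaments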
# * hit, by the source's call; x = no result given; & = joins results of further samples.
SMILES,OPRM1-OPRD1 inv,MOR-DOR ag,Keap1 Nrf2 FP,RTF Ca sens inh,Wnt act,LANA DNA inh,Arrestin-AP2 inh,DSG3 Ab inh,V-ATPase pHluor,RTF Ca sens act
CC(=O)C1C(c2ccc(Cl)cc2)c2c(n[nH]c2C)CC1(C)O (centres undefined),10,-2.0,-3,-6,-1,-0.7,0,159,5,7
CCS(=O)(=O)Nc1ccc(Cc2ccc(NS(=O)(=O)CC)cc2)cc1,1,-0.1,-2,1,0,2.4,-4,102,-6,-2
O=C1CCCCCCC1Sc1ccccc1[N+](=O)[O-] (centres undefined),-17,3.9,-2,-8,0,-0.9,5,108,-1,-6
Cc1onc(-c2ccccc2Cl)c1C(=O)NCc1ccc2c(c1)cc(C)n2C,4,-0.7,-2,-4,-5,0.3,12,x,-1,2
CCOC(=O)C(CCSC)Nc1nc(Cl)nc(Nc2ccc(Cl)cc2)n1 (centres undefined),13,-2.3,-4,6,-7,1.6,-4,103,-4,-9
CCN(CC)c1ccc(Nc2nc(N3CCOCC3)c3ccccc3n2)cc1,-27,5.3,-17,-5,-13,-3.9,59*,101,0,5
COc1ccc(CCNC(=O)Cn2c(-c3nonc3N)nc3ccccc32)cc1OC,x,x,-4,-1,x,1.0,0,103,-3,-2
CCOC(=O)c1cccc(S(=O)(=O)N(CCO)Cc2cc3cc(OC)c(OC)cc3[nH]c2=O)c1,8,-1.5,2,-3,-4,-2.0,-2,109,-1,-8
CCOC(=O)c1nn(-c2cccc(Cl)c2)c(C)c1C(C)=O,-2,0.4,-5,2,-2,-1.3,0,103,-4,-2
O=C(COc1ccc([N+](=O)[O-])cc1)Nc1ccccc1C(=O)NC1CC1,-8,1.4,3,-5,5,0.3,1,95,1,-7
COc1ccc(/C=C/C(=O)OC2CCCCC2CN(C)C)cc1 (centres undefined),17,-3.5,0,2,-3,-7.2,-12,94,0,-1
Cc1ccc(CNC(=O)c2ccc(F)c(S(=O)(=O)N3CCOCC3)c2)cc1,19,-3.7,4,-12,0,-1.0,37,105,-5,-1
Cc1cccc(C)c1OCC(=O)N1CC2(C)CC1CC(C)(C)C2 (centres undefined),-5,0.9,0,-6,-2,-1.5,2,99,0,-5
CCOc1ccc(Br)cc1S(=O)(=O)Nc1cccc(S(=O)(=O)N(C)C)c1,4,-0.6,5,-4,-1,0.1,-10,94,3,6
NS(=O)(=O)c1ccc(NC(=O)CSc2ncn[nH]2)cc1,10,-2.0,-3,-4,-8,0.1,-1,104,-2,13
CC(=S)/C=C1\Sc2ccccc2N1C,10,-1.7,-6,-5,1,-0.9,-10,119,8,-12
O=C(NCCc1ccc2c(c1)OCCO2)c1cccc(F)c1,-3,0.4,1,-17,x,-0.9,5,107,x,2
O=C(NCc1ccco1)C1CCC(CNS(=O)(=O)c2cccc3cccnc23)CC1 (centres undefined),5,-1.0,3,-6,-2,-0.7,4,110,4,3
CCC(C)NC(=O)C1CCN(S(=O)(=O)c2ccc(Br)s2)CC1 (centres undefined),0,0.0,4,-7,11,-0.1,3,98,2,1
O=C(CN1CCN(C(=O)c2ccccc2)CC1)Nc1cccc(S(=O)(=O)N2CCCC2)c1,-3,0.5,0,-4,-2,-0.8,40,100,3,5
COc1ccc(OCCn2cc(/C=N/NC(=O)c3ccncc3)c3ccccc32)cc1,11,-2.1,-2,13,x,-1.3,3,101,0,6
O=C(Nc1ccc2oc(-c3ccccc3)nc2c1)c1ccncc1,-11,2.7,4,-9,x,0.4,-2,x,-2,-2
NC(=O)c1ccc(OCC(F)(F)C(F)(F)C(F)(F)C(F)(F)C(F)(F)C(F)F)cc1,15,-3.2,-4,3,0,0.3,-21,117,-1,2
Cc1ccc(CNC(=O)CN2C(=O)NC(C)(c3ccccc3Cl)C2=O)cc1 (centres undefined),4,-0.8,6,4,1,0.4,48,102,5,-5
CCCNC(=O)Nc1cc(OC)c(OC)cc1Cc1nccc2cc(OC)c(OC)cc12,-1,0.2,-1,-8,0,0.9,11,101,-1,-7
SMILES,OPRM1-OPRD1 inv,MOR-DOR ag,Keap1 Nrf2 FP,RTF Ca sens inh,Wnt act,LANA DNA inh,Arrestin-AP2 inh,DSG3 Ab inh,V-ATPase pHluor,RTF Ca sens act
CCOC(=O)N1CCN(c2ncnc3c2cnn3-c2ccc(OC)cc2)CC1,-13,2.3,2,1,-1,2.3,23,x,2,2
O=C(NCCc1ccccc1)c1ccc(CS(=O)(=O)c2ccc(Cl)cc2)o1,17,-3.2,0,-3,2,-0.6,17,92,0,6
COc1ccc(C(=O)NC(=S)Nc2ccc(CN3CCOCC3)cc2)cc1Cl,17,-3.2,-3,-2,-2,0.7,0,105,-2,-3
COC(=O)c1ccc(/C=C/C(=O)c2ccc(OC)cc2)cc1,-14,2.7,-1,2,x,-2.8,3,100,-2,5
CCN(CC(=O)NC1CCS(=O)(=O)C1)S(=O)(=O)c1ccc(Br)cc1 (centres undefined),0,0.1,1,6,1,-0.8,1,98,-4,-5
Cc1nc2ccc(S(=O)(=O)c3ccc4nc(C)[nH]c4c3)cc2[nH]1,-3,0.7,-4,1,x,-0.2,2,110,-2,-3
Cc1ccc(-c2noc(CN(C(=O)c3cccs3)C(C)C)n2)cc1,5,-1.0,-6,-7,-4,-1.5,-9,127,-4,11
CCn1cc2nc(SCC(=O)Nc3ccc(OC)cc3OC)n(Cc3ccc(OC)cc3)c(=O)c2n1,19,-3.5,-5,1,-10,-1.5,-6,110,-1,2
Cc1ccc(C)c(NC(=O)CN2C(=O)NC(C)(c3ccc4c(c3)OCCO4)C2=O)c1 (centres undefined),9,-2.1,-1,8,1,-0.3,-11,99,2,0
CCOC(=O)N1CCC(NC(=O)c2ccc3c(c2)N(Cc2ccccc2)CCS3)CC1,2,-0.3,2,2,1,-0.2,7,107,0,0
CCCCCOc1ccc(/C=N/NC(=O)c2nnn(-c3nonc3N)c2CN2CCCCCC2)cc1,10,-1.9,-4,-11,-2,-1.2,2,x,0,0
O=[N+]([O-])c1cccc2c(N3CCCC3)ccnc12,-24,5.1,4,-1,3,-0.7,-4,110,2,-1
O=C(N/N=C/c1ccc(F)cc1)c1cccc(NC(=O)c2ccc(F)cc2)c1,-28,4.0,5,7,6,0.0,-5,103,5,-7
Cc1ccc(S(=O)(=O)NCC(=O)OCC(=O)NCc2ccc(F)cc2)cc1,7,-1.3,-5,-16,-1,0.0,6,101,0,-5
COC(=O)c1cc2c(ccn2-c2ccc(F)cc2)n1C(C)C,-3,0.5,-4,7,-2,1.7,-3,x,4,1
COc1cccc(CN(C)C(=O)c2ccc(NC(=O)CC3SC(N4CCCCC4)=NC3=O)cc2)c1OC (centres undefined),3,-0.8,0,10,0,-1.1,-11,105,2,0
COc1c(N2CCN(C(=S)Nc3ccccc3F)C(C)C2)c(F)cc2c(=O)c(C(=O)O)cn(C3CC3)c12 (centres undefined),8,-1.6,2,-3,1,-1.0,-7,98,-3,-1
CC(=O)Nc1ccc(S(=O)(=O)NNC(=O)C(=O)NNc2ccccn2)cc1,4,-0.7,-2,-8,-5,-0.4,3,92,-1,0
COc1ccc(S(=O)(=O)N2CCN(C(=O)c3ccc([N+](=O)[O-])o3)CC2)cc1,-9,1.7,-3,1,4,2.1,7,103,-1,-8
Cc1ccc(-c2noc(CNS(=O)(=O)c3ccccc3)n2)cc1,-17,3.1,-5,-11,0,-1.6,35,112,-1,-1
O=C(CCn1c(=O)[nH]c2ccsc2c1=O)N1CCN(Cc2ccc3c(c2)OCO3)CC1,-20,3.6,-2,-7,1,2.8,-2,116,4,0
COc1ccc(NC(=O)c2ccc(CNc3c(NC4CCCCC4)c(=O)c3=O)cc2)cc1OC,8&7,-1.6&-1.4,2&-3,-2&0,-2&-3,0.4&-0.4,-9&1,108&97,-1&-1,1&0
COc1ccc(-c2nnc(SCC(=O)c3cccs3)o2)c(OC)c1,5,-0.9,-5,-7,x,2.6,5,93,1,2
Cc1onc(-c2ccccc2)c1C(=O)OCC(=O)Nc1ccc(OC(F)(F)F)cc1,-13,3.2,-6,3,-1,-0.4,15,x,0,-1
COC(=O)C1CC2=C(CCCC2=O)N(c2ccccc2)C1=O (centres undefined),9,-1.8,-3,2,-1,-3.0,4,101,-1,4

# Full records, looked up by structure. Order of values: OPRM1-OPRD1 inv | MOR-DOR ag | Keap1 Nrf2 FP | RTF Ca sens inh | Wnt act | LANA DNA inh | Arrestin-AP2 inh | DSG3 Ab inh | V-ATPase pHluor | RTF Ca sens act
# Results for Cc1ccc(C)c(NC(=O)CN2C(=O)NC(C)(c3ccc4c(c3)OCCO4)C2=O)c1 (centres undefined) → 9 | -2.1 | -1 | 8 | 1 | -0.3 | -11 | 99 | 2 | 0
# Results for CCOC(=O)N1CCN(c2ncnc3c2cnn3-c2ccc(OC)cc2)CC1 → -13 | 2.3 | 2 | 1 | -1 | 2.3 | 23 | x | 2 | 2

# Later entries.
SMILES,OPRM1-OPRD1 inv,MOR-DOR ag,Keap1 Nrf2 FP,RTF Ca sens inh,Wnt act,LANA DNA inh,Arrestin-AP2 inh,DSG3 Ab inh,V-ATPase pHluor,RTF Ca sens act
O=C(OCC(=O)c1c[nH]c2ccccc12)C1=COCCO1,14,-2.2,-5,-5,43*,-3.0,1,x,0,-1
C=CCn1c(SCC(=O)N(C(C)CC)C2CCS(=O)(=O)C2)nc2ccccc2c1=O (centres undefined),16,-3.2,-4,-6,1,0.2,-8,95,-7,0
C=CCNC(=O)C(=O)NCC1CCCN1CC (centres undefined),8,-1.5,-4,-3,-1,0.7,7,98,2,5
CC(C)C1Cc2c(sc3ncnc(NN)c23)CO1 (centres undefined),25,-5.7,-8,-8,0,-2.1,1,133,2,-6
CCC(c1nnc(SCC(=O)Nc2cccc(S(N)(=O)=O)c2)n1Cc1ccccc1)N(C)C (centres undefined),5,-1.0,0,-4,4,-1.1,3,90,-2,-2
Cn1ccnc1SCC(=O)c1ccc(Br)cc1,-8,1.3,-5,2,-1,-0.1,5,104,0,10
CNC(=S)N(CCc1c(C)[nH]c2ccc(OC)cc12)Cc1cc(OC)c(OC)c(OC)c1,15,-2.9,1,-4,-2,1.0,-6,100,3,-2
COc1ccccc1OCC(=O)NCc1ccco1,11,-2.2,-4,4,1,1.4,6,103,2,-2
CCOc1ccc(N2C(=O)c3ccc(C(=O)OCC(=O)N(CC)C4CCS(=O)(=O)C4)cc3C2=O)cc1 (centres undefined),-4,0.6,2,-3,-1,-0.9,24,97,5,-4

# Screening data: PubChem BioAssay, several laboratories
